High-throughput results (PubChem BioAssay)
SENP7 inh = SENP7 protease inhibitors, primary screen, biochemical, luminescence, uHTS; Sentrin-specific protease 7 (Homo sapiens), Q9BQF6; recombinant SENP7, Z-RLRGG-aminoluciferin luminescence, 40 min; inhibition, % at 5 µM; 1.5% of 330,000 active; AID 434973, 2010;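 active = inhibition above about 50% at the single test dose, limit read from the data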;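 note: plate controls were DMSO with enzyme for no effect and no enzyme buffer wells for full effect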
Target sequence (Q9BQF6 706-1050 limits assumed): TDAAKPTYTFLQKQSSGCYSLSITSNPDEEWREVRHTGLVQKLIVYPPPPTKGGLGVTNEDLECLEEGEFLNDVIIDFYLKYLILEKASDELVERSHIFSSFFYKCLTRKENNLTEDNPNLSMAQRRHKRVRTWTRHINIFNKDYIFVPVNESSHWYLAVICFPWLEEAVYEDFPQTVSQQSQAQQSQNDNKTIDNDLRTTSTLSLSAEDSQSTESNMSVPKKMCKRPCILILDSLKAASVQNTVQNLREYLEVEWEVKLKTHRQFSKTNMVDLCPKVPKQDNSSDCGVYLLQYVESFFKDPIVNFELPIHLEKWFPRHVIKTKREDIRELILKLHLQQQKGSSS
SENP1 FRET inh = human SENP1 catalytic domain inhibitors, primary screen, biochemical, FRET, uHTS | 0.21% of 360,000 active | inhibition, % at 10 µM | recombinant SENP1 catalytic domain, CyPet-SUMO1-YPet FRET cleavage | Sentrin-specific protease 1 (Homo sapiens), Q9P0U3;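 active = inhibition at least 30% at 10 µM, raw YFP signal under a set limit, fluorescence ratio 0.5 to 1.5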;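 note: 0% = enzyme with DMSO and 100% = no enzyme wells; some results filed as inactive read as strong as hits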
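Compound: 10 µM single point, 0.5% DMSO; Test system: hSENP1 catalytic domain, recombinant; Timing: 50 min reaction at room temperature; Technique: FRET, CFP and YFP emission; Control set: no-enzyme wells low, DMSO-plus-enzyme wells high control.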
HKDC1 inh = HKDC1 hexokinase inhibitors, primary screen, biochemical, fluorescence, uHTS; 0.16% of 340,000 active; Q2TB90; inhibition, % at 20 µM; recombinant HKDC1, G6PDH/diaphorase resazurin coupled fluorescence;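 active = inhibition above about 35% when tested at 20 µM, limit read from the data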;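 note: plate controls were DMSO wells with enzyme for no effect and DMSO wells lacking enzyme for full effect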
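Test system: recombinant HKDC1 (HK5) hexokinase enzyme, produced in-house; Amount: enzyme 5 µg/mL final; Buffer or medium: Tris pH 8.0 buffer with MgCl2, Tween-20, BSA, BME; Reagent: glucose and ATP substrates; Doses: 20 µM test compound, 1% DMSO; Incubation: 90 min reaction incubation at room temperature, dark; Detection: resorufin fluorescence at 613 nm.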
NLRP3 yeast inh = NALP3 inflammasome inhibitors in reconstituted yeast, primary screen, luminescence, uHTS. Yeast reconstituted NLRP3/ASC/caspase-1, beta-gal luminescence, 24 h. inhibition, % at 10 µM. 0.39% of 330,000 active. AID 2825, 2010;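 active = inhibition of 50% or more; inactive = inhibition below 50%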;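 note: plate controls were induced DMSO wells for no effect and uninduced yeast grown without galactose for full effect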
SENP8 block-1 = human SENP8 protease inhibitors, primary screen, biochemical, fluorescence, Nedd8 protein substrate, uHTS | recombinant SENP8 | AID 602440, 2012 | Sentrin-specific protease 8 (Homo sapiens), Q96LD8 | inhibition, % at 20 µM | 0.64% of 360,000 active; in the data active = inhibition mostly above about 40%, no sharp cut-off; inactive = mostly below about 27%
Target sequence (Q96LD8 whole entry, looked up): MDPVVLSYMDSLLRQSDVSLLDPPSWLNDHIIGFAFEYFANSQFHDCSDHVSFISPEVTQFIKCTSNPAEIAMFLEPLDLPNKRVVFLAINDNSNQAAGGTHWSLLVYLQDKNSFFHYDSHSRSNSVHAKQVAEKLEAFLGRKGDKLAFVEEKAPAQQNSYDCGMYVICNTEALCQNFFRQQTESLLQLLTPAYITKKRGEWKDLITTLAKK
SENP6 inh = SENP6 protease inhibitors, primary screen, biochemical, luminescence, uHTS | 1.8% of 330,000 active | inhibition, % at 10 µM | Recombinant SENP6 catalytic domain, aminoluciferin luminescence | Sentrin-specific protease 6 (Homo sapiens), Q9GZR1 | AID 2599, 2010;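 active = inhibition above about 50% at the single tested dose, limit read from the data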;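 note: plate controls were DMSO wells with enzyme for no effect and DMSO wells lacking enzyme for full effect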
Target sequence (Q9GZR1 628-1112 limits assumed): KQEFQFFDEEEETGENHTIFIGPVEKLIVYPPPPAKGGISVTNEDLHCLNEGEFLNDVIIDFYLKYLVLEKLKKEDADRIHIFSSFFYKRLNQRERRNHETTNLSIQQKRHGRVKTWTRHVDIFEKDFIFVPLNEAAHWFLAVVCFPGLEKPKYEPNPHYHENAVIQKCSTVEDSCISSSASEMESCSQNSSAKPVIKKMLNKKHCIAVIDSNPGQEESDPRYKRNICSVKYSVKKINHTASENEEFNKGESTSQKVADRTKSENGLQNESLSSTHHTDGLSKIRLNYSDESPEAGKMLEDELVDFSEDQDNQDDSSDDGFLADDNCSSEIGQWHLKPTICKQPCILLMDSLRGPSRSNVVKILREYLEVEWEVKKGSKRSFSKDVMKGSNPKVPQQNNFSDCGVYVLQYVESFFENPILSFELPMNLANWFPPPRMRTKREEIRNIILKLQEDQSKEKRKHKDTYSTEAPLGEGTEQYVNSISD
SENP8 block-2 = SENP8 protease inhibitors, primary screen, biochemical, luminescence; Sentrin-specific protease 8 (Homo sapiens), Q96LD8; purified SENP8, Z-RLRGG-aminoluciferin cleavage; inhibition, % at 10 µM; 1.2% of 330,000 active; AID 2540, 2010; in the data active = inhibition above about 50%
PfGluPho inh = PfG6PD enzyme inhibitors, primary screen, biochemical, fluorescence intensity, uHTS | inhibition, % at 20 µM | glucose-6-phosphate dehydrogenase-6-phosphogluconolactonase (Plasmodium falciparum 3D7) | PfGluPho enzyme, NADPH resazurin-diaphorase fluorescence | 0.78% of 350,000 active;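 active = inhibition reaching at least a set limit at 20 µM in the primary screen, cut at about 59% in these data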;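 note: 0% = DMSO wells with substrate and 100% = DMSO wells lacking glucose-6-phosphate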
Apaf1 inhib = inhibitors of human Apaf-1 apoptosome, primary screen, biochemical, DEVD-Rh110 fluorescence, uHTS | Apoptotic protease-activating factor 1 (Homo sapiens), O14727 | inhibition, % at 20 µM | reconstituted apoptosome caspase-3 activity | AID 489030, 2010 | 0.71% of 330,000 active; active = inhibition of at least 40% at 20 µM;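 note: plate controls were DMSO wells for no effect and DEVD-CHO caspase inhibitor wells for full effect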
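System – cell-free apoptosome with Apaf-1, procaspase-3 and caspase-9 · Buffer or medium – pH 7.5 Hepes buffer with CHAPS, BSA, DTT · Also added – cytochrome c with DEVD-Rh110 · Times – 30 min compound preincubation, 50 min activation, room temperature · Technique – Rh110 fluorescence intensity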
* = called active by the depositor; i = inactive; x = no result given.

SMILES | SENP7 inh | SENP1 FRET inh | HKDC1 inh | NLRP3 yeast inh | SENP8 block-1 | SENP6 inh | SENP8 block-2 | PfGluPho inh | Apaf1 inhib
N#C/C(=C(/O)COc1ccc(Cl)cc1)c1nc2ccccc2s1 | 1 | 0 | 12 | 5 | 7 | 93* | 81* | -20 | 6
CC1CCc2c(sc(NC(=S)NC(=O)c3ccccc3)c2C#N)C1 (stereo not given) | 8 | 0 | -1 | 19 | 27 | -10 | -3 | 22 | 9
CC(C)Cn1c(N)c(C(=O)COC(=O)Cc2cccs2)c(=O)n(C)c1=O | -2 | -3 | -8 | 19 | -104 | 7 | 8 | 0 | 1
CC(C)OC(=O)c1cccc(C(=O)Nc2cccc(NC(=O)c3cccc(C(=O)OC(C)C)n3)n2)n1 | -6 | 0 | 9 | 10 | -48 | -4 | -9 | -19 | 6
CN(CCc1ccccn1)Cc1ccc(Cl)cc1 | -1 | 2 | -10 | 5 | 13 | -6 | -3 | -4 | -12
NS(=O)(=O)c1cccc(NC(=O)COC(=O)CCSc2ccccc2)c1 | -3 | 2 | -7 | 10 | 4 | 10 | -1 | -10 | 2
O=C1[C@H]2[C@@H](c3ccc(F)cc3)N3C(=O)N(c4ccc(Br)cc4)C(=O)[C@@]3(Cc3ccccc3)[C@H]2C(=O)N1C1CCCCC1 | 3 | 3 | -1 | 0 | 8 | -3 | 0 | -10 | 10
C=CCn1c(SCC(=O)Nc2ccccc2C)nc2sc(C)c(C)c2c1=O | 6 | 1 | -3 | 20 | 16 | -2 | -2 | 9 | 2
O=C(COC(=O)CNC(=O)c1cccc([N+](=O)[O-])c1)Nc1ccccc1OC(F)F | -12 | 0 | -8 | 15 | -1 | -1 | -11 | 9 | -2
COCCN(CC(=O)Nc1cccc(S(=O)(=O)N2CCCC2)c1)Cc1nc2ccccc2c(=O)[nH]1 | -8 | -8 | -2 | 11 | -21 | -3 | -2 | 6 | 2
O=S(=O)(c1ccc2nc(N3CCN(c4ccccc4F)CC3)ccc2c1)N1CCCCC1 | 31 | -1 | -4 | 9 | -380 | -3 | -1 | -2 | 10
CC1Cc2cc(/C(O)=C3/C(=O)C(=O)N(CCCn4ccnc4)C3c3ccco3)ccc2O1 (stereo not given) | 11 | -9 | 2 | 14 | -50 | 5 | -8 | -10 | 9
Cc1oc(-c2ccccc2)cc1C(=O)Nc1ccc2ccccc2c1 | 0 | -3 | 1 | -2 | 2 | -12 | 0 | 4 | 9
COc1ccc(NC(=O)c2ccco2)cn1 | 10 | -7 | -1 | 26 | 8 | -8 | 1 | 5 | 0
CC(=O)c1sc(NC(=O)CCNC(=O)c2ccco2)nc1-c1ccccc1 | -9 | -1 | -6 | 10 | 6 | -2 | -5 | -2 | 12
COc1cc(C2N(c3ccccc3)CCN2c2ccccc2)ccc1OC(C)=O | -10 | 3 | -5 | -1 | 19 | -20 | -11 | -1 | 4
COC(=O)c1c(N)sc2c1CCN(c1ncc(C(F)(F)F)cc1Cl)C2 | 6 | 8 | 0 | 21 | i | -11 | 1 | 0 | 17
O=C(CCc1ccccc1)Nc1cc(C(F)(F)F)ccc1Cl | 3 | 1 | -3 | -36 | 22 | -4 | 6 | 16 | 4
Cc1cccc(CNC(=O)C(C)n2nc(C)c3c(C)n(-c4ccccc4)nc3c2=O)c1 (stereo not given) | 7 | -1 | 1 | 7 | 7 | -7 | -13 | -10 | -2
O=C(NCc1ccc2c(c1)OCO2)C1CCCCC1 | -2 | 1 | -4 | 21 | 24 | 17 | -6 | -2 | -3

In the list so far, these have an aryl methoxy group.
SMILES | SENP7 inh | SENP1 FRET inh | HKDC1 inh | NLRP3 yeast inh | SENP8 block-1 | SENP6 inh | SENP8 block-2 | PfGluPho inh | Apaf1 inhib
COc1ccc(NC(=O)c2ccco2)cn1 | 10 | -7 | -1 | 26 | 8 | -8 | 1 | 5 | 0
COc1cc(C2N(c3ccccc3)CCN2c2ccccc2)ccc1OC(C)=O | -10 | 3 | -5 | -1 | 19 | -20 | -11 | -1 | 4

Printed as active in SENP6 inh, among the entries above:
structure	SENP7 inh	SENP1 FRET inh	HKDC1 inh	NLRP3 yeast inh	SENP6 inh	PfGluPho inh
N#C/C(=C(/O)COc1ccc(Cl)cc1)c1nc2ccccc2s1	1	0	12	5	93*	-20

Additional results follow:
SMILES | SENP7 inh | SENP1 FRET inh | HKDC1 inh | NLRP3 yeast inh | SENP8 block-1 | SENP6 inh | SENP8 block-2 | PfGluPho inh | Apaf1 inhib
Cc1ccc(NC(=O)COc2ccc(/C=C3/SC(=Nc4ccccc4)N(Cc4cccnc4)C3=O)cc2)cc1 | 5 | 9 | -6 | 7 | 30 | 8 | 0 | -3 | 6
COc1ccc(N2C(=O)/C(=C/c3ccc([N+](=O)[O-])cc3)N=C2C)c(OC)c1 | 7 | 1 | -1 | 6 | 17 | 1 | -2 | 3 | 1
O=S(=O)(NC1CCCC1)c1ccc(Br)s1 | 1 | 0 | -2 | 10 | 2 | -11 | 0 | -17 | -9
COc1cccc(Nc2nc(-c3ccc(O)cc3)cs2)c1 | -2 | -3 | 5 | 13 | -40 | 36 | 0 | 14 | -6
N#CCC(=O)Nc1ccc(C(=O)NCc2ccccn2)cc1 | 9 | 0 | -11 | 6 | 11 | -19 | 2 | -14 | 2
CCOc1ccc(NC(=O)Nc2ccc(N(C)C(C)=O)cc2)cc1 | -1 | 3 | -1 | -9 | 20 | 1 | 0 | -14 | -3
CCOC(=O)c1cnc2c(cnn2C)c1NCCC#N | -1 | 3 | 0 | -11 | 10 | -6 | -9 | 3 | 4
CCOC(=O)c1c(S(=O)(=O)Nc2cccc(Cl)c2)c(C)n(C)c1C | -3 | -1 | -5 | -9 | -32 | 3 | 2 | -4 | 13
CC(C)C[C@@H](CN1CCCC1CN1C(=S)NC[C@@H]1Cc1ccc(O)cc1)N1C[C@H](Cc2ccc(O)cc2)N(CC2CCCCC2)C1=S (stereo not given in full) | x | 0 | -3 | x | 1 | x | x | 32 | x
O=C(CNC(=S)N(Cc1ccccc1F)C1CCCCC1)NCCN1CCOCC1 | -1 | 1 | -3 | -9 | 17 | 0 | -7 | 1 | -6
CN(C(=O)COC(=O)c1nc(Cl)ccc1Cl)c1ccccc1 | 4 | -1 | 6 | -6 | 6 | -5 | 1 | -24 | 8
Cc1ccc(C)c(-c2cc(C(=O)Nc3cccc(C(=O)O)c3)c3ccccc3n2)c1 | 4 | -1 | 4 | 7 | 5 | -2 | 8 | 12 | 4
CC1(C)C2CCC1(CS(=O)(=O)Nc1cccc(S(N)(=O)=O)c1)C(=O)C2 (stereo not given) | 2 | 1 | -4 | 12 | 8 | -6 | 7 | 2 | -26
O=C(NC1CCCC1)C(c1ccncc1)N(CCCN1CCOCC1)C(=O)c1ccc(-c2ccccc2)[nH]1 (stereo not given) | 8 | -2 | -6 | -2 | -3 | 3 | -1 | -1 | -9
Cc1ccc(NC(=O)/C(=C\C=C\c2ccccc2)NC(=O)c2ccccc2)cc1 | 4 | 2 | 4 | 4 | 12 | 18 | 1 | -26 | -3
CCOc1cc(/C=C2\C(=N)N3N=C(N4CCCCC4)SC3=NC2=O)ccc1OC(=O)c1ccco1 | 6 | -12 | 13 | 3 | -79 | -4 | 18 | -26 | 2
Cc1cc(=O)c(C(=O)O)nn1-c1ccccc1F | -3 | -2 | -3 | 7 | -48 | 7 | 5 | 6 | -1
O=C(COc1ccccc1)N1CCN=C1SCc1ccccc1 | -1 | 0 | -7 | 15 | 1 | 21 | 5 | 2 | -7
N#CC1=C(N)Oc2cc(N)ccc2C1c1ccc(F)cc1 (stereo not given) | -4 | -23 | -3 | 8 | -74 | -20 | -12 | 8 | 0
O=C(NCc1cccs1)C(=O)NCC(c1ccco1)N1CCN(c2ccccc2F)CC1 (stereo not given) | -9 | 1 | 3 | 6 | 13 | 17 | -9 | 1 | 8
COc1ccc(C(=O)NN(C)c2nc(C(F)(F)F)nc3ccccc23)cc1 | x | 0 | 13 | x | 9 | x | x | -11 | x
O=C(NC(=S)Nc1ccc2[nH]c(=O)[nH]c2c1)c1cccc(F)c1 | -5 | -3 | -6 | 10 | -8 | 4 | 6 | 9 | -8
CCCCCCN1CC(=O)N2[C@@H](Cc3c([nH]c4ccccc34)C2(C)C)C1=O | -5 | 1 | -3 | 10 | 9 | 2 | -1 | 1 | 17
Cc1ccc(CS(=O)Cc2ccc(C(=O)NCc3ccccc3Br)o2)cc1 (stereo not given) | -3 | -3 | -4 | 9 | 10 | -24 | -3 | -4 | 6
COc1ccc2c(c1)C(C)(CCN)C(=O)N2C (stereo not given) | 5 | 3 | -5 | 12 | 11 | -11 | 2 | -3 | 1
Cc1sc2ncnc(OCC(=O)NC(C)C(C)C)c2c1C (stereo not given) | -11 | 0 | -8 | 25 | 10 | 5 | -9 | 13 | 2
C=CCn1c(COc2ccccc2F)nnc1SCC(=O)N1CC(=O)Nc2ccccc21 | 8 | -1 | -6 | 3 | -1 | 6 | 11 | 1 | 12
CCCCCN(C(=O)CCC(=O)OCC(=O)Nc1ccc(C)cc1F)c1c(N)n(CCCC)c(=O)[nH]c1=O | -1 | 0 | -2 | 17 | -2 | -4 | 11 | -5 | 24
CCCc1cc(-n2ccnc2)n2c(nc3ccccc32)c1C#N | 2 | -15 | 5 | 5 | -477 | -8 | -4 | 4 | 18
CCN1CCN(c2nc3c(c(=O)n(C)c(=O)n3C)n2CCSc2ncccn2)CC1 | -5 | 2 | -11 | 6 | 8 | -9 | -4 | 6 | -12
Cc1ccc(S(=O)(=O)Nc2ccc(Cl)cc2C(=O)c2ccc(F)cc2)cc1 | 4 | 1 | 13 | 13 | 21 | -14 | -4 | -6 | 23
CC(C)CC(C(=O)NC(C)(C)C)N(CC1CCCO1)C(=O)c1snc(C(N)=O)c1N (stereo not given) | 2 | -1 | -5 | 5 | -270 | -4 | -11 | -5 | 0
CCOC(=O)C1=CN(Cc2ccco2)S(=O)(=O)N(C)C1c1ccccc1 (stereo not given) | -7 | 1 | 6 | x | 0 | x | x | 17 | 9
COc1ccc(N(C(=O)CSCC(=O)Nc2cc(C)on2)C(C(=O)NC2CCCCC2)c2ccc(O)c(O)c2)cc1 (stereo not given) | -3 | -40 | -8 | 9 | 22 | -4 | -4 | -15 | 8
